Compound activity as filed in PubChem.
Jurkat NFkB inh: inhibitors of the PMA/ionomycin-induced NF-kB reporter in Jurkat cells. inhibition, % at 4 µM. 330,000 compounds, 0.53% hits. PMA/ionomycin-induced NF-kB luciferase reporter, luminescence; in the data active = inhibition above about 50%
EBI2 block: blocks human EBI2 receptor beta-arrestin signaling; P32249; EBI2 beta-arrestin recruitment, luminescence, 7a,25-OHC stimulated; inhibition, % at 5 µM; 360,000 compounds, 0.81% hits; AID 651636; in the data active = inhibition above about 38%;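 also: enzyme fragment complementation signal reports receptor beta-arrestin coupling in cells; 0% = agonist plus DMSO wells and 100% = wells without agonist; some results beyond the cut were filed as inactive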
Gli-Sufu block: blocks Gli-Sufu signaling in a luciferase reporter | inhibition, % at 5 µM | Sufu-KO-LIGHT fibroblasts, Gli luciferase reporter luminescence | 340,000 compounds, 0.74% hits;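 active = inhibition above about 55%, limit read from the data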;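 also: 0% = DMSO-treated cells and 100% = wells with medium but no cells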
CCR6 antagonist: antagonists of human CCR6 receptor; 340,000 compounds, 0.49% hits; P51684; CHO-K1 CCR6 PathHunter beta-arrestin, luminescence, CCL20-stimulated; AID 493098; inhibition, % at 20 µM;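 active = compounds whose inhibition of the agonist-driven luminescence signal at 20 µM reaches about 50%, limit read from the data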;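 also: cells stimulated with CCL20 at 14 nM final; plate controls were DMSO with CCL20 for no effect and DMSO without agonist for full effect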
APJ antagonist: antagonists of human APJ apelin receptor; CHO-K1 APJ beta-arrestin complementation, luminescence; inhibition, % at 20 µM; P35414; AID 2521; 330,000 compounds, 0.32% hits;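 active = inhibition above about 40% at 20 µM, limit read from the data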;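 also: cells challenged with 10 nM apelin-13 agonist together with compound; plate controls were apelin-13 plus DMSO wells for no effect and DMSO wells lacking apelin-13 for full effect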
Target sequence (P35414 whole entry, looked up): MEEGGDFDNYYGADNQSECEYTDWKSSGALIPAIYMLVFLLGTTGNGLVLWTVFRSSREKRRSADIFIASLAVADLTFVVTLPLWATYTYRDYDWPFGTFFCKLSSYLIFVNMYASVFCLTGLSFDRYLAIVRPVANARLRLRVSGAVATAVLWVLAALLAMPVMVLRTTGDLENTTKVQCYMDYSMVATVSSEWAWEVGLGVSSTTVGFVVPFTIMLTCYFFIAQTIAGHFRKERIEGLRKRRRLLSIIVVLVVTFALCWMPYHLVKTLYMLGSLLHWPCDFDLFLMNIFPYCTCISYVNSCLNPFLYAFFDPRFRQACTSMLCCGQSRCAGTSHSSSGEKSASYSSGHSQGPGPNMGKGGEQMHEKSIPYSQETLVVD
UBC13 inh: blocks human UBC13 polyubiquitin chain formation; P61088; TR-FRET; inhibition, % at 20 µM; 330,000 compounds, 0.47% hits; in the data active = inhibition above about 45%, passing the limit was not always enough
Target sequence (P61088 whole entry, looked up): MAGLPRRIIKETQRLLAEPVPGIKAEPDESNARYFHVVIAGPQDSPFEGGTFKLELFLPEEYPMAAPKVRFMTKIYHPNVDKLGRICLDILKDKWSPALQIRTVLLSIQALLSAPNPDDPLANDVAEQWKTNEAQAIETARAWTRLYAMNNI
CXCR6 inh: inhibitors of human CXCR6 receptor; O00574; CHO-K1 PathHunter CXCR6 beta-arrestin, luminescence; inhibition, % at 20 µM; 360,000 compounds, 0.36% hits; AID 602244; in the data active = inhibition above about 34%, passing the limit was not always enough;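 also: antagonist mode with CXCL16 agonist at 10 nM final; 0% = 10 nM CXCL16 with DMSO and 100% = unstimulated wells without agonist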
Target sequence (O00574 whole entry, looked up): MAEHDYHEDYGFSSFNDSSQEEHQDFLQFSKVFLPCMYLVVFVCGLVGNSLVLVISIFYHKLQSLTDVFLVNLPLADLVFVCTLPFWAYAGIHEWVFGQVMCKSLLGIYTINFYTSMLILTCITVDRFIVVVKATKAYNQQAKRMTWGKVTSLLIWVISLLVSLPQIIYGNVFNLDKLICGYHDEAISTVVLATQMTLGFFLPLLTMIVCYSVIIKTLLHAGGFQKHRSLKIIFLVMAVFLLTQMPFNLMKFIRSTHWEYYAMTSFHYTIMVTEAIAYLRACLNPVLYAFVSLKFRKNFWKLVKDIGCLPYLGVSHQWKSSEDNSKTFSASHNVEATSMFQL
697 NFkB inh: lowers PMA/ionomycin-induced NF-kB signal in 697 B cells; 697 B-cell NF-kB luciferase reporter, 16 h; AID 435022; 330,000 compounds, 0.33% hits; inhibition, % at 4 µM; in the data active = inhibition above about 35%
Numbers without * were called inactive; nt = no result given.

SMILES	Jurkat NFkB inh	EBI2 block	Gli-Sufu block	CCR6 antagonist	APJ antagonist	UBC13 inh	CXCR6 inh	697 NFkB inh
CC(C)Cc1csc(NC(=O)c2ccccc2Cl)c1C(=O)O	-7	-2	2	0	-3	-8	-2	13
Cc1cc(C)cc(NC(=O)N(C)Cc2ccccc2)c1	12	-7	4	10	9	-2	6	8
CCN(CC(=O)Nc1cc(Cl)ccc1C)C(=O)CSCc1ccc(C)cc1	12	6	63*	8	12	0	-4	13
C=C1CCN([C@H](C(=O)NCc2ccc(Cl)cc2)C(C)C)S(=O)(=O)c2ccccc21	-7	10	23	8	-80	-3	2	-5
CCOC(=O)c1ccc(NS(=O)(=O)c2ccc(SC)cc2)cc1	11	-12	2	20	8	-7	8	-23
CN(C)/C(=N\S(=O)(=O)c1ccccc1)c1ccc(F)cc1	0	-15	2	3	10	-1	10	4
CC(=O)c1cccc(NC(=O)NC(C)c2ccncc2)c1 (stereo unspecified)	3	-3	-5	11	2	5	7	23
O=C(Cn1cc(C(=O)c2ccco2)c2ccccc21)Nc1ccccc1F	-1	13	60*	-3	-3	18	10	19
COc1ccc(-c2nc(CS(=O)(=O)CC(=O)NCCc3ccc(C)cc3)c(C)o2)cc1	-2	11	15	12	-30	-5	4	-8
Cc1cc(C(=O)NCC(=O)OC(C(=O)Nc2cc(C(F)(F)F)ccc2Cl)c2ccccc2)ccc1[N+](=O)[O-] (stereo unspecified)	2	5	7	10	-6	1	-5	17
CCc1cc2c(NCC(=O)O)ncnc2s1	15	10	11	17	8	1	-4	6
CC1(C)C(=O)N(c2ccccc2F)C(=O)c2ccccc21	14	-6	-3	10	14	1	6	13
COc1ccc(CN(C)C(=O)c2cc(S(=O)(=O)N3CCOCC3)ccc2N2CCCC2)cc1	8	9	5	1	-10	0	6	10
CC[C@H](C)[C@H](NC(=O)c1ccc(Cl)cc1)C(=O)OCC(=O)c1ccc2c(c1)NC(=O)CO2	9	3	4	4	-9	-6	-4	18
Cc1cc(Br)cn2ccnc12	14	-6	3	-4	4	4	-9	16
CCOC(=O)c1ccc(N=c2sc(C(=O)OC)cc(=O)n2Cc2ccco2)cc1	16	58*	18	9	10	9	6	-5
CC(C)(C)c1cc(C(=O)N/N=C/c2ccc(-c3ccccc3[N+](=O)[O-])o2)n[nH]1	-64	6	8	20	-62	-38	-4	-89
CC1CCCCN1CC(=O)Nc1ccccc1Sc1ccccc1 (stereo unspecified)	-5	0	8	19	19	-2	-8	-8
COC(=O)c1cn(C(=O)c2ccc(F)cc2)c2ccccc12	1	-1	2	5	2	-5	-6	-3
Cc1cc(=O)n2c(C(=O)Nc3ccc(C(=O)OC(C)C)cc3)c(C(=O)Nc3ccccc3)sc2n1	8	12	3	11	4	-2	27	-19
CN(CCOc1ccccc1)C(=O)c1cc(COc2c(F)cccc2F)on1	8	2	1	15	-31	-4	-3	-8
COc1ccc(CC(=O)Nc2nc(-c3ccc(F)c(F)c3)cs2)cc1OC	55*	-5	41	-8	-11	5	-30	30
CCOc1nc(NC(=O)NS(=O)(=O)Oc2ccccc2Cl)nc(-c2ccccc2)n1	-22	-6	-11	4	2	-5	-2	-18
O=C(NNC(=O)c1ccncc1)Nc1cc(Cl)ccc1Cl	nt	-4	-9	-9	nt	nt	-8	nt
CC(=O)C1=C(C)NC(SCC(N)=O)=C(C#N)C1c1cccnc1 (stereo unspecified)	3	-1	-1	-10	-4	-12	-13	-22
Cc1ccc(NC(=O)C(Nc2cccc(C)c2)c2ccccc2)cc1 (stereo unspecified)	-1	9	5	10	7	1	0	4
CC(C)(C)C1CCC(OC(=O)CN2CCCCC2)CC1 (stereo unspecified)	-2	-2	-2	-5	13	4	-12	1
Cn1nc(C(=O)OCC(=O)Nc2cccc(S(=O)(=O)N3CCCC3)c2)c2ccccc2c1=O	-19	-10	-1	12	-3	-11	-5	14
c1ccc(CC2CCN(c3nnnn3-c3ccccc3)CC2)cc1	15	3	1	12	14	2	-8	6
CCOC(=O)CSc1nnc(CNC(=O)c2cccs2)n1CCc1ccccc1	19	3	6	2	6	9	2	26

Compounds shown so far containing an aryl thioether with sulfur outside any ring:
SMILES	Jurkat NFkB inh	EBI2 block	Gli-Sufu block	CCR6 antagonist	APJ antagonist	UBC13 inh	CXCR6 inh	697 NFkB inh
CCOC(=O)c1ccc(NS(=O)(=O)c2ccc(SC)cc2)cc1	11	-12	2	20	8	-7	8	-23
CC1CCCCN1CC(=O)Nc1ccccc1Sc1ccccc1 (stereo unspecified)	-5	0	8	19	19	-2	-8	-8
CCOC(=O)CSc1nnc(CNC(=O)c2cccs2)n1CCc1ccccc1	19	3	6	2	6	9	2	26

(listing goes on)
SMILES	Jurkat NFkB inh	EBI2 block	Gli-Sufu block	CCR6 antagonist	APJ antagonist	UBC13 inh	CXCR6 inh	697 NFkB inh
O=C(O)c1ccc(S(=O)(=O)c2ccc3c(c2)C(=O)N(c2ccccc2[N+](=O)[O-])C3=O)cc1	17	1	-10	3	-2	2	18	-12
Cn1nccc1NC(=O)Nc1cccc(Cl)c1	-4	-18	-1	1	8	-1	-13	-4
CC(=O)Nc1ccc(C=NNc2nnc(NN=Cc3ccc(NC(C)=O)cc3)c3ccccc23)cc1	nt	5	-9	21	nt	nt	-5	nt
COc1ccc(S(=O)(=O)N2CCCC2=O)cc1N(C)S(C)(=O)=O	-9	-8	-8	-18	6	-2	-1	-5
CCCCC/S(CC1CC1(Cl)Cl)=N\S(=O)(=O)c1ccc(C)cc1 (stereo unspecified)	11	-10	0	1	4	7	1	7
C=C(C)c1cccc(C(C)(C)NC(=O)N2CCN(c3ncccn3)CC2)c1	6	-9	5	-4	-11	0	-2	11
C=C1C(=O)[C@@]23[C@H](O)C[C@@H]4C(C)(C)CC[C@H](O)[C@]4(C)[C@@H]2C[C@H](O)[C@@H]1[C@H]3O	-12	19	28	-4	-88	9	-5	-80
CC(=O)c1c(C)[nH]c(C(=O)OCC(=O)c2c[nH]c3ccccc23)c1C	-44	-14	-41	11	-49	0	18	-33
COCCCn1c(C2CCCCC2)nc2oc3cc(OC)ccc3c(=O)c2c1=O	7	-12	-1	0	25	8	-2	22
COc1ccccc1NC(=O)c1ccc(NC(=O)CN2CCN(C(=O)c3ccco3)CC2)cc1	-10	1	10	8	-1	-2	0	18
CC1(C)Cc2cccc(C(=O)NCc3ccco3)c2O1	1	12	12	14	1	14	5	0
COC1=C(Nc2ccc(C)cc2)C(=O)c2ccccc2C1=O	-42	0	-18	24	-27	-135	-2	-31
Cn1c(=O)[nH]c(=O)c2c1nc(N1CCCC1)n2CCCSc1nnnn1-c1ccccc1	-2	-9	-1	7	2	3	5	-5
CCOC(=O)C1(Cc2cccc(Cl)c2)CCCN(C(=O)CCN2CCCC2=O)C1 (stereo unspecified)	-6	-11	nt	nt	-4	-9	-1	-22
CC(=O)N1CCCc2cc(S(=O)(=O)Nc3ccc(C)cc3C)ccc21	1	-6	4	9	-22	-11	-8	-3
Cc1cccc(NCc2ccccc2OCc2ccccc2F)c1	32	9	-4	21	5	0	4	-7
CC1(C)CC(=O)C(C(N)=NC(=O)c2ccc([N+](=O)[O-])cc2)=C(O)C1	1	15	-20	-20	-29	-5	-31	-2
CCc1cc(C(=O)OCC(=O)N2CCC(c3ccccc3)=N2)sc1C	-9	5	-13	5	-13	-3	-3	11
O=C(NCc1nnc(SCC(=O)N2CCCc3ccccc32)o1)c1c(F)cccc1Cl	1	-4	-4	13	1	-1	8	3
Cc1ccc(NC(=S)NCCSc2ccc(Cl)cc2)cc1	10	17	3	11	-15	1	-1	6
COc1ccc(CNC(=O)C(C)n2nc(C)c3c(C)n(-c4ccc(C)cc4)nc3c2=O)cc1 (stereo unspecified)	15	8	3	-1	16	0	2	-15
Cc1ccn2cc(CCNC(=O)CC3CCCCC3)nc2c1	-4	9	-1	14	-18	-3	-8	-8
O=C(c1ccc(F)cc1)N1CCN(c2ncccn2)CC1	4	6	7	0	-4	-3	9	-19
CC(C)(Oc1ccc(Cl)cc1)C(=O)O/N=C(\N)c1ccncc1	7	0	20	-10	-12	6	-6	-2
O=c1cnc2cc([N+](=O)[O-])ccc2[nH]1	8	-13	-9	10	4	-4	4	1
CCN(Cc1ccncc1)Cc1cn[nH]c1-c1cc(OC)c(OC)c(OC)c1	-4	4	29	-5	-12	6	4	3
CC1CCC(C(C)C)C(OC(=O)COC(=O)c2cccn2C)C1 (stereo unspecified)	0	4	3	11	28	-1	5	1
COc1ccc(S(=O)(=O)N(C)c2ccc(C(=O)N3CCCC3)cc2)cc1OC	-6	-5	4	1	-3	-4	1	-18
CC(Oc1ccccc1Cl)c1nnc(N)s1 (stereo unspecified)	-15	-9	11	0	-9	8	-1	6
Cn1c(Cn2nnc3ccccc32)nnc1SCC(=O)Nc1nccs1	5	-9	-5	-9	9	0	-1	-23
C=CCOC(=O)C1=C(C)NC(=O)NC1c1ccc(O)cc1 (stereo unspecified)	1	-7	-22	-2	-5	1	-2	-1
CCn1cc2nc(SCC(=O)Nc3ccc(OC)c(OC)c3)n(Cc3ccc(OC)cc3)c(=O)c2n1	-41	-9	28	11	-17	2	-6	-36
COc1ccc(CCNc2ncnc3c2c(C)c(C)n3CCCN(C)C)cc1OC	-18	2	-4	-1	2	-4	2	-6
O=C(NNC1CC(=O)N(c2ccc3c(c2)OCCO3)C1=O)c1ccccc1 (stereo unspecified)	-3	-9	-1	-12	20	0	1	5
CCn1c(N)nc2ccccc21	-17	-5	3	-24	-4	4	-2	11
CC(C)CCOc1ccc(C(=O)NCCC(=O)N2CCOCC2)cc1	-11	10	-17	-7	0	-12	-6	1
COc1ccc(/C=C/C(=O)NC(=S)NNC(=O)c2cc(OC)c(OC)c(OC)c2)cc1	-7	9	-3	21	8	-40	14	5
CS(=O)(=O)c1ccc(C(=O)OCc2nnc(-c3ccc(Cl)cc3)o2)cc1[N+](=O)[O-]	5	20	-13	6	19	14	15	20
CCOC(=O)C1(CCc2ccccc2)CCN(Cc2nccn2CC)CC1	-1	-10	13	24	6	10	8	-19
Cc1cccc(NC(=O)NCc2ccc3c(c2)OCO3)c1	-35	0	nt	nt	-11	-2	7	-22
Cc1ccc(C(=O)Nc2ccccc2C(=O)NCc2ccco2)cc1	4	5	-30	2	10	9	4	4
COc1ccc(C(O)(C(C)C)C(CN2CCOCC2)c2ccccc2)cc1 (stereo unspecified)	3	15	7	12	4	2	6	19
CCOC(=O)N1CCN(C(=O)CN(c2cccc(C(F)(F)F)c2)S(=O)(=O)c2ccccc2)CC1	16	4	5	5	13	2	3	19
O=C(Cn1nnc2ccccc21)OCC(=O)c1ccc(Cl)c(Cl)c1	-10	13	2	73*	91*	2	25	28
CC1=NOC(=O)/C1=C/c1ccc(-c2ccc(Cl)cc2)o1	15	5	nt	nt	4	-15	64*	21

A second format for 2 compounds above:
SMILES | Jurkat NFkB inh | EBI2 block | Gli-Sufu block | CCR6 antagonist | APJ antagonist | UBC13 inh | CXCR6 inh | 697 NFkB inh
COc1ccc(/C=C/C(=O)NC(=S)NNC(=O)c2cc(OC)c(OC)c(OC)c2)cc1 | -7 | 9 | -3 | 21 | 8 | -40 | 14 | 5
CS(=O)(=O)c1ccc(C(=O)OCc2nnc(-c3ccc(Cl)cc3)o2)cc1[N+](=O)[O-] | 5 | 20 | -13 | 6 | 19 | 14 | 15 | 20

Additional results
SMILES	Jurkat NFkB inh	EBI2 block	Gli-Sufu block	CCR6 antagonist	APJ antagonist	UBC13 inh	CXCR6 inh	697 NFkB inh
S=C(NCCCN1CCOCC1)N1CCN(c2nc(-c3ccc(Cl)cc3)cs2)CC1	51*	40	52	26	16	24	10	21
Cc1ccc(S(=O)(=O)NCc2ccccc2)cc1C(=O)N(C)Cc1ccc(F)cc1	-8	0	2	12	18	1	-1	9
O=C(O)/C=C\C(=O)Nc1ccc(Oc2ccc(Br)cc2)cc1	29	-2	-6	2	-2	-4	3	-62
Clc1ccc(C2=NNC(=NCc3ccccc3)SC2)cc1	-12	6	-42	5	12	-7	-3	-25
Cc1[nH]n(-c2ccccc2)c(=O)c1/C=N/NC(=O)COc1ccccc1[N+](=O)[O-]	1	-2	9	27	1	-21	11	-8
Cc1ccccc1-n1c(C)cc(/C=C2\NC(=O)NC2=O)c1C	-40	3	-68	4	12	0	2	-30
